Screening results: PubChem BioAssay, several laboratories
TNF necrop inh = TNF-alpha cell death inhibition in Jurkat FADD-/- cells; Jurkat FADD-/- TNF necroptosis rescue, ATP luminescence, 24 h; 0 = TNF only, 100 = no-TNF cells; activation (protection from cell death), % at 10 µM; 220,000 compounds, 0.068% hits;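 active = activation, meaning protection from cell death, of at least 50% relative to plate controls; inactive = activation below 50%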;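 note: necroptosis triggered by 40 ng/mL TNF-alpha added together with compound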
Cl transport mod = modulates chloride dependent transport by human KCC2; 190,000 compounds, 2.2% hits; KCC2 cells, thallium flux FluoZin-2 fluorescence; AID 1456; B-score of Tl+ flux slope (higher = more flux/activation; lower = inhibition) at 10 µM;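 active = thallium flux slope and its plate-corrected score both differing from the plate sample mean at a set confidence after two filtering rounds, in either direction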;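 note: slope of fluorescence scaled to starting intensity during 10 to 20 s after thallium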
EBV gp42 block = inhibitors of Epstein-Barr virus glycoprotein 42 | Q1HVG2 | Fluorescence polarization binding assay, mP read-out | inhibition, % (tested at 21.74 µM) | 220,000 compounds, 0.42% hits; in the data active = inhibition above about 50%
Target sequence (Q1HVG2 whole entry, looked up): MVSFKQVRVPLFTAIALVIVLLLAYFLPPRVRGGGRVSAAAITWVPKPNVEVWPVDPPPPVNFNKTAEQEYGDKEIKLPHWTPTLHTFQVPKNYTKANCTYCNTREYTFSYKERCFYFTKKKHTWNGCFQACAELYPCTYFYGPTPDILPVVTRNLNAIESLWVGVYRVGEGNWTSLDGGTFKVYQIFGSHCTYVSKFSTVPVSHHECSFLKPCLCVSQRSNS
eIF4E 4G PPI = inhibitors of eIF4E and eIF4G interaction in translation initiation. P63073+Q04637. TR-FRET eIF4E-eIF4GI(517-606) binding, 2 h. inhibition, % at 21.7 µM. 220,000 compounds, 0.37% hits. AID 782;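 active = inhibition above about 30%, limit read from the data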;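 note: 0% = full FRET control wells and 100% = background wells lacking eIF4GI fragment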
Rad51 HR inh = Rad51 (human) homologous recombination inhibition. Q06609. hRad51 DNA strand exchange, fluorescence dequenching. inhibition, % at 10 µM. 200,000 compounds, 0.085% hits. AID 1385;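 active = inhibition above 40% at the single screening dose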;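 note: 0% = DMSO control wells and 100% = blanks with heterologous ssDNA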
Target sequence (Q06609 whole entry, looked up): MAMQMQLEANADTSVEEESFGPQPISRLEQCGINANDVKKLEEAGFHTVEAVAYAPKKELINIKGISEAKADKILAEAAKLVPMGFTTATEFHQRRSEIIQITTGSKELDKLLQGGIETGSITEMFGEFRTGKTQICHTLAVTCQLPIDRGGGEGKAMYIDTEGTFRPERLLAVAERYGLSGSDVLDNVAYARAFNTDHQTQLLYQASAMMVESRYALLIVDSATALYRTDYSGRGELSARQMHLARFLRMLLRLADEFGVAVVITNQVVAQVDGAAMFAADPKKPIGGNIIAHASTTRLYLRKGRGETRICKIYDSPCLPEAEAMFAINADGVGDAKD
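Assay system: Human Rad51 nucleoprotein filaments preassembled on unlabelled ssDNA | Reagent: Donor/quencher-labelled 47-bp dsDNA substrate | Doses: One concentration, 10 µM final | Times: 37 °C 15-min filament assembly, 30-min compound preincubation, 15-min exchange | Technique: Fluorescein emission 520 nm, excitation 485 nm | Benchmarks: Plate control and blank wells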
MDM2 E3 inh = inhibitors of human Mdm2 E3 ubiquitin ligase; Q00987; cell-based MDM2 ubiquitination luciferase reporter, 2 h; 0 = plate control, 100 = twice control, blank-subtracted; signal enhancement, % at 5 µM; 210,000 compounds, 0.11% hits; AID 1230;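 active = signal enhancement of 30% or more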;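 note: luminescence tracks abundance of the self-degrading MDM2-luciferase fusion protein; higher signal means inhibition of MDM2 E3 ligase activity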
Target sequence (Q00987 whole entry, looked up, the tested form may be a part): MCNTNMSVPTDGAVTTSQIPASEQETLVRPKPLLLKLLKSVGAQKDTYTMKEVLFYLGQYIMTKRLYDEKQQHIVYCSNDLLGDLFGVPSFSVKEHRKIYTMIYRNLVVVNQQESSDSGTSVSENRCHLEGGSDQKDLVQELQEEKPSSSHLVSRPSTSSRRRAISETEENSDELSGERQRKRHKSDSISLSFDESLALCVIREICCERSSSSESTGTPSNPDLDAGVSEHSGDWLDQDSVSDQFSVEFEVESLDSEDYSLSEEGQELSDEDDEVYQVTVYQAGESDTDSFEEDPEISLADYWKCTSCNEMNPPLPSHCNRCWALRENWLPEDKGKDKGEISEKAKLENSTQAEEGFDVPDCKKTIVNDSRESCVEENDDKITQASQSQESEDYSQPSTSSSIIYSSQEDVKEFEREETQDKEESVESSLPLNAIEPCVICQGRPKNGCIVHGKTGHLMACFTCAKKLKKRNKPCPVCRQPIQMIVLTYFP
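Test system: stable mammalian line carrying autodegrading MDM2–luciferase fusion reporter; quantity: 2000 cells in each well; times: 4 h cell settling then 2 h compound exposure, 37 °C; detection: luminescence with SteadyLite reagent, 15 min at room temperature; evaluation: percent signal gain over controls, blank-subtracted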
PERK inhibitor = blocks human PERK kinase. Q9NZJ5. 220,000 compounds, 0.17% hits. inhibition, % at 5.6 µM. AID 1416. CHO PERK-DD fusion, SEAP luminescence translation reporter;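 active = inhibition above the mean inhibition of all tested compounds plus 3 SD, set separately per screening campaign, cut at about 2.9% in these data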;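 note: PERK kinase domain activated by AP20187 dimerizer at 100 nM; 0% = DMSO with dimerizer and 100% = rapamycin at 8.4 µM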
Calpain2 inh = calpain II (pig) inhibition | 220,000 compounds, 0.37% hits | purified calpain II, fluorogenic peptide substrate, 30 min | inhibition, % at 16 µM;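 active = inhibition above about 50%, limit read from the data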
L929 necroptosis = L929 zVAD cell death inhibition; L929 zVAD necroptosis rescue, ATP luminescence, 24 h; with zVAD 60 µM; viability rescue, % at 10 µM; 220,000 compounds, 0.38% hits; AID 1377;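 active = activation, scaled between plate controls, above about 75%, limit read from the data; inactive = activation under that limit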;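 note: 0% = zVAD with DMSO and 100% = DMSO alone without zVAD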
* hit, by the source's call; . = not tested or not shown; [ ] = remark or other dose.

SMILES	TNF necrop inh	Cl transport mod	EBV gp42 block	eIF4E 4G PPI	Rad51 HR inh	MDM2 E3 inh	PERK inhibitor	Calpain2 inh	L929 necroptosis
O=C(CCS(=O)(=O)c1cc(Br)cc2c1N(C(=O)C1CC1)CC2)NCc1ccco1	0.2	-0.82	-13	-6	6	-22	-0.4	7	0.1
Cc1cc(N2CCCC2=O)cc(C)c1S(=O)(=O)NCCOc1ccc(C(C)(C)C)cc1	-2.0	-0.83	-4	-4[fluorescence artefact?]	-3	-1	-0.5	12	-1.5
O=C(CSc1ccc(-c2ccccn2)nn1)N1CCc2ccccc21	-0.1	-1.1	-9	-3	6	-7	1.1	-1	1.0
Cc1ccc(C2(C(F)(F)F)N=C3Sc4cc(C)ccc4N3C(=O)N2)cc1 (centres undefined)	0.9	0.31	-28	5	.	-18	1.1	9	0.0
Cc1ccccc1NC(=O)C1CCCN1/C=C/C(=O)C(F)(F)F (centres undefined)	-2.3	0.45	-8	2[fluorescence artefact?]	4	-8	0.5	13	0.9
Cc1noc(/C=C/c2ccco2)c1S(=O)(=O)N1CCC(C(=O)NC(C)c2ccccc2)CC1 (centres undefined)	0.0	-0.043	-7	-2	-7	-12	0.7	-39	-0.5
COCCCNC(=O)C1CCCN(S(C)(=O)=O)C1 (centres undefined)	1.2	1	-1	7[fluorescence artefact?]	.	-6	-0.4	-15	.
Nn1c(Cc2cccc3ccccc23)nnc1SC1CCOC1=O (centres undefined)	-0.6	.	-23	-13	5	4	0.0	6	0.6
O=C(Nc1ccccc1C(F)(F)F)c1cc(-c2ccc(O)cc2)on1	-1.8	.	12	0[fluorescence artefact?]	-2	8	1.0	27	4.5
Cn1c(-c2cccc([N+](=O)[O-])c2)cnc1NCc1cccc([N+](=O)[O-])c1	4.1	-1.2	-14	7	4	-11	-1.1	0	3.7
CN(CC(=O)Nc1ccccc1C(=O)N1CCCC1)S(=O)(=O)c1ccc(Br)cc1	-1.5	.	-11	-3	-2	0	-1.6	-12	-0.5
C=CCCCCCCCC(=O)OC	0.5	-0.057	-15	2	7	-7	1.0	18	0.3
C/C=C/C(=O)Nc1cccc(C2=NOC3(C2)C[C@@H](C(N)=O)N(C(=O)/C(C)=C/C)C3)c1 (some centres undefined)	-0.1	-1.4	-27	-6	-6	-4	.	5	-1.1
COc1ccc(C2NC(=O)c3sc(=S)n(-c4ccccc4)c3N2)cc1 (centres undefined)	-0.2	0.044	-9	-3	-7	-9	1.2	6	0.7
Cc1ccc(NC(=O)CSCC(=O)O)cc1	-0.6	.	-11	-3	-4	-2	1.1	-1	3.2
Cc1occc1C(=O)NCc1cccc(CNC(=O)c2ccoc2C)c1	0.6	2.2	-5	1	-13	-4	-0.8	-64	0.4
CCCN(CCC)S(=O)(=O)c1ccc(C(=O)N2CCOCC2)cc1	0.1	-0.074	-19	-7	-3	-8	-0.8	-7	-1.0
NS(=O)(=O)c1ccc(CCNC(=O)CCCCCNc2nc(=S)[nH]c3ccccc23)cc1	2.0	-0.61	-8	-5	4	-8	0.3	3	2.0
O=C(Nc1ncn[nH]1)C(F)(F)C(F)F	1.2	0.18	-6	1	5	-15	1.4	-7	0.2
COc1ccccc1NC(=S)N(Cc1ccccc1)Cc1cccs1	-0.8	0.77	-14	-1	6	-9	-0.1	10	0.3
COc1cccc(OCCNC(=O)c2cc([N+](=O)[O-])cc([N+](=O)[O-])c2)c1	2.0	-1.1	-8	1	-4	-3	0.4	-4	0.7
CCOc1ccc(-c2noc(CCCC(N)=O)n2)cc1OC	1.6	1.1	-15	4	0	0	0.2	-11	0.0
O=C(COc1cccnc1[N+](=O)[O-])NCCc1ccc(F)cc1	1.2	0.56	-15	-4	-6	-26	2.1	13	0.2
Cc1ccc(C(C(=O)NC2CCCCC2)N(Cc2ccco2)C(=O)Cc2c[nH]c3ccccc23)o1 (centres undefined)	-5.5	.	-3	-6	-7	-20	-0.8	-15	0.1
Cc1sc2ncn(CC(=O)NCc3ccco3)c(=O)c2c1-c1ccccc1	1.1	0.27	-14	5	.	-16	1.6	13	0.5
SMILES	TNF necrop inh	Cl transport mod	EBV gp42 block	eIF4E 4G PPI	Rad51 HR inh	MDM2 E3 inh	PERK inhibitor	Calpain2 inh	L929 necroptosis
COc1ccccc1NS(=O)(=O)c1ccc(N/N=C/C=C/c2ccccc2[N+](=O)[O-])c([N+](=O)[O-])c1	0.1	0.057	1	2	-10	-10	-0.1	-62	-0.2
Cc1ccc(Cn2c(SCC(=O)NCc3ccco3)nc3ccsc3c2=O)cc1	0.8	-1.5	-31	1	3	-21	-1.2	28	0.1
COc1ccc(Cn2nnnc2C(c2ccncc2)N2CCOCC2)cc1 (centres undefined)	-1.4	-0.0052	-25	2	1	2	-0.8	-21	1.3
COc1ccc(-n2c(Cc3cccn3C)nnc2SCC(N)=O)cc1	-1.2	-0.18	-10	7	3	-11	-0.3	15	-0.1
Cc1nn(-c2ccccc2)c(C)c1C(=O)OCC(=O)c1c(N)n(CC(C)C)c(=O)n(C)c1=O	-14	-0.82	-13	4	-8	-8	-0.6	-40	-0.2
COc1cc(NS(C)(=O)=O)c(OC)cc1NC(=O)c1ccccc1	0.4	-0.72	-2	7	0	1	1.0	-7	-0.1
COc1ccc(CC(=O)Nc2ccc(C(C)=O)cc2)cc1	1.2	-1.1	-23	0	4	-7	1.1	-22	2.0
Nc1cc(S(=O)(=O)Nc2cc(Cl)ccc2Cl)ccc1N1CCOCC1	-3.7	-0.4	-8	3	11	-9	1.1	-16	-0.2
O=C(CSc1nnc(-c2ccccc2)o1)Oc1ccc(Br)cc1	-0.2	0.46	-3	0[fluorescence artefact?]	4	-6	-0.3	8	1.0
O=C(CCC(=O)N(CC(=O)NC1CCCC1)Cc1ccc2c(c1)OCO2)Nc1nccs1	-4.0	0.46	-6	2	1	5	0.8	-4	-1.6
C/C(CCC1CC(C)OC1=O)=N\NC(N)=O (centres undefined)	1.3	0.18	-3	-5	-1	-6	0.7	-5	-0.1
COc1ccccc1N1C(=S)NC2CS(=O)(=O)CC21 (centres undefined)	3.4	0.62	3	1	10	-11	1.3	5	0.4
Cc1occc1-c1nnc(SCC(=O)Nc2nccs2)n1Cc1ccco1	0.2	-0.51	-20	-1	-6	1	-1.1	1	-0.2
Cc1ccccc1N1OC2C(=O)N(c3ccc(F)cc3)C(=O)C2C1c1ccccn1 (centres undefined)	-1.3	.	-3	-7[fluorescence artefact?]	-9	0	1.1	-71	0.7
c1ccc2c(c1)COC(CN1CCCCC1)OC2	2.9	0.012	6	2	5	-13	0.0	25	11
O=C(Nc1ccccc1Oc1ccccc1)c1cc([N+](=O)[O-])ccc1Cl	-2.5	-0.038	-11	1	2	-18	0.1	13	-0.6
O=C(O)C=C1C2CC3CC(C2)CC1C3	-0.4	.	-1	2	.	-4	-1.4	12	-0.3
c1ccc(Sc2ncnc3c2oc2ccccc23)cc1	-1.1	-0.19	2	4	-10	-24	0.3	9	-0.1
COc1cc(OC)cc(C(=O)NCC(=O)OCC(=O)C(C)(C)C)c1	1.3	0.44	-20	-2	.	.	0.4	-1	1.3
CN1C(=O)/C(=C/c2ccco2)SC1=Nc1cccc(C(=O)O)c1	-2.0	-0.25	-6	5	19	-3	1.2	-5	-0.9
Cc1nn(CCOc2ccccc2)c(=O)n1-c1cccc(F)c1	24	0.19	0	-2	11	7	0.7	-23	0.3
C=CCOC(=O)C1=C[C@H](c2ccc(C(F)(F)F)cc2)[C@@H](CCCO)[C@H](OCC)O1	7.0	0.074	-21	0	1	.	1.4	13	1.0
COc1ccc(Br)cc1CN(C)C(C)C(=O)Nc1cccc(C(C)=O)c1 (centres undefined)	-1.0	-1.1	6	5	-3	-16	-0.3	15	0.0
CCOC(=O)c1c(NC(=O)CCC(=O)N(CC)CC)sc2c1CC(C)(C)OC2	2.2	-0.059	-16	-6	13	3	-2.0	9	0.8
O=C1CN(c2nc(-c3ccccc3)c3cc(Cl)ccc3n2)c2ccccc2N1	1.8	0.28	-48	-1	-3	16	1.0	10	0.8

3 entries from above, arranged by molecular weight, smallest number first:
SMILES	TNF necrop inh	Cl transport mod	EBV gp42 block	eIF4E 4G PPI	Rad51 HR inh	MDM2 E3 inh	PERK inhibitor	Calpain2 inh	L929 necroptosis
Cc1nn(CCOc2ccccc2)c(=O)n1-c1cccc(F)c1	24	0.19	0	-2	11	7	0.7	-23	0.3
Cc1occc1-c1nnc(SCC(=O)Nc2nccs2)n1Cc1ccco1	0.2	-0.51	-20	-1	-6	1	-1.1	1	-0.2
Nc1cc(S(=O)(=O)Nc2cc(Cl)ccc2Cl)ccc1N1CCOCC1	-3.7	-0.4	-8	3	11	-9	1.1	-16	-0.2

Next structures follow.
SMILES	TNF necrop inh	Cl transport mod	EBV gp42 block	eIF4E 4G PPI	Rad51 HR inh	MDM2 E3 inh	PERK inhibitor	Calpain2 inh	L929 necroptosis
COc1cc(OC)cc(-c2n[nH]c(=S)n2-c2cc(OC)ccc2OC)c1	-0.7	.	-14	4	-4	-17	-1.8	-33	-0.2
O=C(NCc1cccs1)C1CC(=O)N(c2ccc(Cl)cc2)C1 (centres undefined)	0.2	.	1	-2	-10	-9	0.5	11	0.1
COc1ccc(NC(=O)NCc2ccc3c(c2)OCO3)cc1	-0.5	0.11	-11	0	1	-1	1.4	-92	-0.6
Cc1ccccc1N(CC(=O)NCCSCc1ccco1)S(C)(=O)=O	0.7	.	-8	-3	-6	-2	1.0	-26	0.4
O=C(NCc1nc2ccccc2[nH]1)C1=C[C@H](c2ccc(C(F)(F)F)cc2)C[C@H](OCc2ccc(CO)cc2)O1	-1.0	0.14	-12	3	0	.	0.2	20	1.1
COc1ccc(CN2CCC(C(=O)N3CCCC(C)C3)CC2)cc1OC (centres undefined)	0.3	-0.3	-9	-3	22	-12	0.4	-1	-0.9
FC(F)(F)c1cccc(Cc2noc(CN3CCCC3)n2)c1	0.2	-2.5	1	-2	.	-14	0.9	12	0.4
CCN(Cc1ccccc1)C(=O)c1cc(COc2c(F)cccc2F)on1	4.1	-4.7*	-4	1	.	-10	-0.2	26	-0.1
CCOC(=O)c1ccc(N2C(=O)CC(NNC(=O)c3ccc(Br)s3)C2=O)cc1 (centres undefined)	4.7	0.2	-7	-3	.	-7	1.3	-12	0.6
COc1ccc(NC(=O)NN(C(=O)c2ccccc2)C(C)(C)C)cc1	1.2	0.49	-8	5	5	-6	0.3	-6	1.6
COc1ccc(CNC(=O)c2ccc(-c3ccccc3)cc2)cc1	-1.5	.	13	-8	4	14	0.6	22	0.3
COc1ccc(C(=O)N(Cc2ccco2)Cc2cc3cc(C)ccc3[nH]c2=O)cc1OC	-3.0	0.022	.	.	-5	.	-1.6	.	0.2
O=C(Oc1ccc2c(c1)OCO2)c1cccs1	0.2	.	-24	-1[fluorescence artefact?]	0	13	0.1	22	0.3
O=[N+]([O-])c1cc(Cl)ccc1-c1nc(-c2ccccc2)no1	1.3	1.4	-2	-27[fluorescence artefact?]	10	-19	-0.1	17	0.4
O=C1/C(=C/c2ccncc2)SC(=S)N1N1CCOCC1	1.3	0.94	-14	-3	2	.	0.0	-3	-0.7
Cc1cc(C)c(NC(=O)CN(c2ccccc2)S(=O)(=O)N(C)C)c(C)c1	-0.4	5.2*	-7	-2	7	-22	-0.8	-25	0.1
O=C(Nc1ccc(F)cc1)c1nsc(Cl)c1Cl	0.1	0.17	3	3	-12	-16	1.4	-1	.
